PREPL inh – inhibitors of human prolyl oligopeptidase-like enzyme PREPL; Q4J6C6; recombinant PREPL, fluorescence polarization activity-based probe; inhibition, % at 5.96 µM; actives 0.68% (n = 320,000); AID 2751; in the data active means inhibition above about 43%;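 further: 0% = enzyme with DMSO and 100% = wells lacking enzyme; many of its hits are not listed in these tables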
Target sequence (Q4J6C6 whole entry, looked up): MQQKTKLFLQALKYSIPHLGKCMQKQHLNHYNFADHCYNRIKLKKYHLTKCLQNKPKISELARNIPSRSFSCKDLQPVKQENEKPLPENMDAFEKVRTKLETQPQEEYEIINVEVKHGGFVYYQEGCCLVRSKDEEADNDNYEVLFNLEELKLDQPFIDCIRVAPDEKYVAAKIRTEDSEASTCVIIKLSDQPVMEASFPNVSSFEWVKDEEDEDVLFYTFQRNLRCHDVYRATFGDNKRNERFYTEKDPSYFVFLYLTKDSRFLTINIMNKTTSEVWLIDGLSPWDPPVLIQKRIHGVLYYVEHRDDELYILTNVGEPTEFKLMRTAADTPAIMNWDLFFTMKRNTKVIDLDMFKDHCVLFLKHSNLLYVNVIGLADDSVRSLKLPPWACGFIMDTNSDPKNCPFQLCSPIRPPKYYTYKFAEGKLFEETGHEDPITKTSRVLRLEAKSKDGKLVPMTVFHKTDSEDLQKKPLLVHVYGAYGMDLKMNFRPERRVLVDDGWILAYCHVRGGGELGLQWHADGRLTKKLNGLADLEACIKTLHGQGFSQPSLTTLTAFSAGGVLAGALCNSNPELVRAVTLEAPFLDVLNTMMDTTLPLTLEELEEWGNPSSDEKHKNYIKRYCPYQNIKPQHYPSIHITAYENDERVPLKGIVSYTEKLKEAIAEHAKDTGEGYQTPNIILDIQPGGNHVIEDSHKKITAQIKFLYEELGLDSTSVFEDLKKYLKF
PP1 counter – PP1-alpha (human) inhibition in PP5 counter-screen. inhibition, % at 6.7 µM. P62136. actives 0.9% (n = 320,000). purified PP1alpha, OMFP fluorescence;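 active means inhibition above the mean inhibition of all tested compounds plus 3 SD, computed separately for each screening campaign, cut at about 15% in these data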
Target sequence (P62136 whole entry, looked up): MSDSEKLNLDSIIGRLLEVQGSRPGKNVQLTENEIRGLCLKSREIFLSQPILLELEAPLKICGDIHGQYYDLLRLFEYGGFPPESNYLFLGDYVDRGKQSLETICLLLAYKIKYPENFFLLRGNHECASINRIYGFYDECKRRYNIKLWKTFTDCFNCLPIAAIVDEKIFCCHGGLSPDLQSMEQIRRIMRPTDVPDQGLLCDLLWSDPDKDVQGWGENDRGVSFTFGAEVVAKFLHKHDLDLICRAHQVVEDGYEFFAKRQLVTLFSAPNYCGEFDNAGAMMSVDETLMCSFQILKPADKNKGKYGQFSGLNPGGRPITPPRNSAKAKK
CTSL1 counter – counter-screen for PFM18AAP inhibitors: inhibitors of F. hepatica cathepsin L1; recombinant F. hepatica cathepsin L1, Z-Leu-Arg-MCA fluorescence; actives 0.49% (n = 300,000); inhibition, % at 5.96 µM; AID 1906;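 active means inhibition above the mean of all tested compounds plus 3 SD, set per screening campaign, cut at about 17% in these data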;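 further: 0% = plate median of test compound wells and 100% = 1 µM Z-Phe-Ala-diazomethylketone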
Efflux pump mplx – blocks antifungal efflux pumps in multiplex yeast assay; S. cerevisiae Candida pump triplex, Nile Red efflux; inhibition, % at 10 µM; actives 0.44% (n = 330,000); AID 485275;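 active means plate passing quality check with inhibition over a set limit, or well fluorescence over plate mean plus 4 SD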;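 further: Nile Red retained in pooled yeast measured as flow cytometry median fluorescence; 0% = buffer negative control and 100% = Enniatin B positive control; higher means more Nile Red kept so more efflux inhibition; some compounds called inactive have numbers as strong as hits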
PP5 primary – inhibitors of human protein phosphatase 5 (PP5); P53041; AID 1987; actives 0.18% (n = 320,000); purified PP5c, OMFP substrate fluorescence; inhibition, % at 6.7 µM;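 active means inhibition above the campaign's mean inhibition across all tested compounds plus 3 SD, cut at about 9.5% in these data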;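 further: 0% = DMSO only and 100% = 100 µM cantharidin control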
ZTA DNA inh – counter-screen for EBNA-1 inhibitors: inhibitors of Epstein-Barr virus ZTA. ZTA-DNA binding, fluorescence polarization. inhibition, % at 11 µM. actives 0.15% (n = 320,000); in the data active means inhibition above about 33%
TPT1 inh – inhibitors of Candida albicans tRNA 2'-phosphotransferase TPT1; recombinant caTPT1, FP RNA substrate dephosphorylation; inhibition, % at 5 µM; actives 0.81% (n = 300,000); AID 1962;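 active means inhibition above the mean of all tested compounds plus 3 SD, set per screening campaign, cut at about 24% in these data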;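 further: plate controls were DMSO alone for no effect and ferristatin control at 100 nM for full effect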
core dimer inh – blocks dimerization of HCV core protein; actives 0.33% (n = 300,000); inhibition, % at 5 µM; TR-FRET GST/Flag-core106 dimerization, 1536-well; AID 1899;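 active means inhibition above the mean of all tested compounds plus 3 SD, set per screening campaign, cut at about 45% in these data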
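Assay system: Tagged HCV core106 pair (GST and Flag) | Buffer or medium: KF-containing HEPES buffer, pH 7.45, DTT, CHAPS, BSA | Also added: Eu donor and XL665 acceptor anti-tag antibodies | Dosing: One concentration, 5 µM, in 0.5% DMSO | Timing: 4 h at 22.5 °C | Technique: TR-FRET 671 and 617 nm emission | Repeats: Singlicate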
EBNA-1 inhibitor – blocks EBNA-1 binding to DNA. EBNA-1 DNA binding, fluorescence polarization. inhibition, % at 14.8 µM. actives 0.34% (n = 300,000). AID 1950; in the data active means inhibition above about 28%
Active calls of the source: *; . = not tested or not shown. The list is partial; rates above refer to the full screens.

SMILES | PREPL inh | PP1 counter | CTSL1 counter | Efflux pump mplx | PP5 primary | ZTA DNA inh | TPT1 inh | core dimer inh | EBNA-1 inhibitor
COC(=O)CON1C(=O)c2ccccc2C1=O | 10 | -2 | 1 | -0.1 | -1.1 | -7 | 2 | 1 | 1
CSc1nc(C(=O)N2CCCC(Nc3ccc(C)c(C)c3)C2)cs1 (stereo not drawn) | 24 | 2 | -4 | 0.0 | 0.2 | -9 | 2 | -4 | -1
O=C(c1ccc(COc2ccc(Cl)cc2)o1)N1CCN(Cc2ccc3c(c2)OCO3)CC1 | 33 | 3 | 0 | 0.3 | 2.4 | -8 | 1 | 2 | -2
Cc1ccc(NC(=O)COc2coc(CN3CCc4ccccc4C3)cc2=O)c(C)c1 | -7 | -4 | -2 | 0.1 | -1.1 | -4 | 0 | 3 | 11
CCOCC(=O)NCc1ccc2c(c1)OCO2 | 1 | -1 | -1 | 0.1 | 1.2 | -4 | -5 | -5 | 5
Cc1cc(NC(=O)CSc2nc(-c3ccc(Br)cc3)nc3c2c(=O)n(C)c(=O)n3C)no1 | 7 | -1 | -1 | -0.1 | 0.4 | 14 | 1 | -2 | 4
CC(C)Oc1ccc(N2CC(C(=O)Nc3ccc(N4CCOCC4)cc3)CC2=O)cc1 (stereo not drawn) | 0 | -4 | 0 | 0.0 | 0.7 | 15 | 2 | -7 | 0
Cc1cccc(CS(=O)(=O)Cc2ccc(C(=O)NCCc3ccccc3)o2)c1 | 1 | -5 | -1 | 0.3 | 1.3 | -6 | -1 | 10 | -3
CCOc1ccccc1NC(=O)CSc1nnc(Cn2c(=O)sc3ccccc32)n1C | 5 | -3 | 6 | 0.0 | -1.6 | 2 | -1 | 7 | -1
C=CCSc1nc2c(c(=O)[nH]1)C(c1ccccc1)C(C#N)=C(N)O2 (stereo not drawn) | 0 | -2 | -3 | -0.1 | 0.9 | 22 | 0 | 3 | 10
CC1CN(C(=O)CN2C(=O)NC3(CCCCCCC3)C2=O)CC(C)O1 (stereo not drawn) | 15 | -6 | 2 | 4.4 | 1.5 | 12 | 1 | 0 | 0
CC(=C/c1ccco1)/C=N/NC(=O)Cc1cccn1C | 14 | 1 | 6 | 0.2 | 1.5 | -5 | 5 | 17 | 12
Cc1cc(C)n(C(=O)COc2ccccc2[N+](=O)[O-])n1 | 1 | -3 | -12 | 0.0 | -1.1 | 16 | -3 | -2 | 15
Cc1cc2nccc(-c3ccncc3)n2n1 | 19 | 1 | 4 | 0.0 | 0.3 | -21 | -3 | -3 | -13
Cc1cc(O)c(C(C)C)cc1NC1=NS(=O)(=O)c2ccccc21 | 6 | -2 | -1 | -0.2 | -1.1 | 9 | -2 | -1 | 2
CCc1ccc(C2=NN(C(=O)OC)C(O)(C(F)(F)F)C2)cc1 (stereo not drawn) | 22 | -2 | -3 | 0.1 | 3.2 | -17 | -1 | -6 | 1
O=c1[nH]c(N/N=C/c2ccccc2Br)nnc1-c1ccccc1 | 6 | 3 | -2 | 0.6 | 3.5 | -1 | 0 | -5 | -5
COc1cc(C(=O)N2CCN(Cc3ccc4c(c3)OCO4)CC2)cc(OC)c1OC | 19 | -1 | 0 | -0.1 | 4.1 | -13 | -2 | -13 | -7
O=C(CSc1ncnc2ccccc12)c1ccc2c(c1)OCCO2 | 1 | -4 | -3 | 0.5 | 2.5 | 6 | -1 | 8 | 0
COc1ccc(NC(=O)c2cc3ccccc3cc2OC)cc1OC | 2 | -1 | 0 | 0.2 | 2.8 | -5 | 3 | 0 | -1
O=c1c2ccccc2c(-c2ccccc2)nn1-c1cc(Cl)ccc1[N+](=O)[O-] | 9 | 5 | -4 | 0.2 | 5.0 | 13 | 2 | 24 | -2
O=C(/C=C/c1cccs1)NC(=S)NNC(=O)Cc1cccs1 | 5 | 25* | 4 | -0.1 | 0.7 | 3 | -3 | 4 | -15
Cc1cc(=O)c(C(=O)Nc2cccc(N3CCCC3=O)c2)nn1-c1ccccc1Cl | 10 | 0 | . | 0.5 | 3.8 | -7 | . | . | .
CCN1CCN(C(CNS(=O)(=O)c2ccc(Cl)cc2)c2ccccc2)CC1 (stereo not drawn) | 17 | -4 | -5 | 0.0 | 0.7 | -4 | -2 | -5 | -4
COc1ccccc1NC(=O)CSc1nnnn1-c1ccc2c(c1)OCO2 | -1 | -4 | 2 | -0.2 | 1.6 | 4 | 3 | 1 | -1
COC(=O)CSC(=S)N1CCCC(C)C1 (stereo not drawn) | 26 | -3 | -1 | -0.1 | -0.5 | -2 | -4 | -9 | 5
CCN(CC)C(=O)c1scc2c1OCCO2 | 4 | -2 | -3 | 0.2 | -6.8 | -7 | -3 | 3 | -9
Cc1cc(=O)[nH]c2cc(Cl)ccc12 | -5 | -4 | 1 | -0.1 | -0.8 | 7 | -5 | -3 | 4
O=C(CCN1C(=O)c2ccccc2S1(=O)=O)Nc1ccc(F)c([N+](=O)[O-])c1 | -2 | -1 | 4 | -0.3 | -0.2 | -10 | 2 | 6 | -1
CCOc1ccc(-c2csc(Cn3c(CN4CCN(C)CC4)nc4ccccc4c3=O)n2)cc1 | 5 | 4 | -2 | -0.2 | -1.3 | 6 | -1 | -3 | 3

An excerpt of these results, with tabs:
SMILES	PREPL inh	PP1 counter	CTSL1 counter	Efflux pump mplx	PP5 primary	ZTA DNA inh	TPT1 inh	core dimer inh	EBNA-1 inhibitor
Cc1cc2nccc(-c3ccncc3)n2n1	19	1	4	0.0	0.3	-21	-3	-3	-13
Cc1cc(O)c(C(C)C)cc1NC1=NS(=O)(=O)c2ccccc21	6	-2	-1	-0.2	-1.1	9	-2	-1	2
CCc1ccc(C2=NN(C(=O)OC)C(O)(C(F)(F)F)C2)cc1 (stereo not drawn)	22	-2	-3	0.1	3.2	-17	-1	-6	1
O=c1[nH]c(N/N=C/c2ccccc2Br)nnc1-c1ccccc1	6	3	-2	0.6	3.5	-1	0	-5	-5
COc1cc(C(=O)N2CCN(Cc3ccc4c(c3)OCO4)CC2)cc(OC)c1OC	19	-1	0	-0.1	4.1	-13	-2	-13	-7
O=C(CSc1ncnc2ccccc12)c1ccc2c(c1)OCCO2	1	-4	-3	0.5	2.5	6	-1	8	0
COc1ccc(NC(=O)c2cc3ccccc3cc2OC)cc1OC	2	-1	0	0.2	2.8	-5	3	0	-1

Further compounds:
SMILES | PREPL inh | PP1 counter | CTSL1 counter | Efflux pump mplx | PP5 primary | ZTA DNA inh | TPT1 inh | core dimer inh | EBNA-1 inhibitor
O=C(COC(=O)c1ccc(O)cc1)Nc1cccc(S(=O)(=O)N2CCCCC2)c1 | 20 | 3 | -4 | -0.1 | 0.0 | 0 | -7 | 3 | 2
CCOc1ccc(-c2nc(C#N)c(NCc3ccc4c(c3)OCO4)o2)cc1 | 10 | 2 | 1 | -0.1 | 2.3 | 2 | -2 | 5 | 8
CSc1cccc(NC(=O)Nc2ccc(Cl)cc2)c1 | 6 | -1 | 0 | 0.0 | 2.7 | 15 | -1 | 5 | 12
Cn1cnc(S(=O)(=O)N2CCc3ccccc32)c1 | -8 | -3 | 0 | -0.1 | 0.5 | 2 | -6 | -1 | 4
O=C(CC1SC(N2CCCC2)=NC1=O)Nc1ccc(C(=O)N2CCCC(C(F)(F)F)C2)cc1 (stereo not drawn) | 10 | -1 | 4 | 0.0 | 0.1 | -22 | 5 | -7 | -9
CCOC(=O)C1CCCN(S(=O)(=O)c2cc(C(=O)OC)n(C)c2)C1 (stereo not drawn) | -5 | -1 | 2 | -0.3 | -1.1 | 7 | 1 | 3 | -2
CC(C)(C)c1ccc(C(CC(=O)O)NC(=O)Cc2ccc(F)cc2)cc1 (stereo not drawn) | 6 | -1 | -2 | 0.0 | 3.0 | -4 | 3 | 9 | -6
O=C(COc1ccccc1O)Nc1ccccc1Cl | -7 | 0 | -2 | -0.1 | 0.1 | 4 | -8 | 3 | -2
O=C(Nc1ccccc1)N1CCCN(c2nccc(C(F)(F)F)n2)CC1 | -4 | -12 | 0 | 0.0 | -0.3 | 3 | 0 | 3 | 0
Cc1cc(C)c(S(=O)(=O)Nc2ncn[nH]2)cc1C | 1 | 0 | 6 | -0.2 | 1.9 | -8 | 0 | -19 | -6
O=C(COc1ccc(Br)cc1)NCC1COc2ccccc2O1 (stereo not drawn) | -27 | -1 | . | 0.0 | 0.6 | 7 | . | . | .
CCc1ccc(/C=C2/SC(N3CCOCC3)=NC2=O)cc1 | 8 | -1 | -1 | 0.1 | 2.5 | 6 | -1 | 0 | -10
Cc1cc(OCC(=O)NCc2ccccn2)cc(C)c1Br | 2 | -2 | -1 | 0.0 | -1.1 | -4 | 2 | -3 | 3
CCOc1ccc(C(=O)CCN2CCOCC2)cc1 | 1 | -6 | -5 | -0.2 | -1.8 | 6 | 1 | 5 | 0
CCOc1ccc(CCNC(=O)c2cc(C)nn2-c2ccccc2)cc1 | -3 | -1 | -1 | -0.1 | 1.8 | -1 | 2 | -2 | -3

Fetched one by one from the list above, 2 records:
SMILES | PREPL inh | PP1 counter | CTSL1 counter | Efflux pump mplx | PP5 primary | ZTA DNA inh | TPT1 inh | core dimer inh | EBNA-1 inhibitor
O=C(Nc1ccccc1)N1CCCN(c2nccc(C(F)(F)F)n2)CC1 | -4 | -12 | 0 | 0.0 | -0.3 | 3 | 0 | 3 | 0
O=C(COC(=O)c1ccc(O)cc1)Nc1cccc(S(=O)(=O)N2CCCCC2)c1 | 20 | 3 | -4 | -0.1 | 0.0 | 0 | -7 | 3 | 2

Continued:
SMILES | PREPL inh | PP1 counter | CTSL1 counter | Efflux pump mplx | PP5 primary | ZTA DNA inh | TPT1 inh | core dimer inh | EBNA-1 inhibitor
O=C(NC(=S)Nc1ccc2cn[nH]c2c1)c1ccccc1 | 5 | -2 | -2 | 0.1 | 2.3 | 4 | -2 | 11 | -1
CC1Cc2ccccc2N1C(=O)CN(C)CC(=O)Nc1ccc(OC(F)(F)F)cc1 (stereo not drawn) | -4 | 5 | . | 0.0 | 4.8 | -8 | . | . | .
CC(=O)O/N=C(\N)c1cnn2c(C(F)(F)F)cc(C(F)(F)F)nc12 | 2 | -2 | 6 | 0.1 | 1.4 | 22 | 2 | 4 | 13
c1ccc(Cn2c[n+](Cc3ccccc3)c3ccccc32)cc1 | 1 | -8 | 1 | 0.5 | -2.2 | -5 | -7 | -5 | 1
CCOc1ccc(NC(=O)CSc2nnc(C)n2CCCOC)cc1 | -1 | -2 | -1 | 0.0 | -1.1 | 3 | -5 | -5 | 1
COc1ccccc1N1CCN(C2CCCN(C(=O)c3oc(C)cc3C)C2)CC1 (stereo not drawn) | -4 | -3 | -9 | 0.4 | 1.4 | 8 | 3 | -7 | 11
Cc1sc2ncnc(SCC(=O)NC(C)C(C)C)c2c1C (stereo not drawn) | 8 | 2 | -2 | 0.8* | -4.4 | -6 | 1 | 10 | -5
CCc1ccccc1NC(=O)c1cc(S(=O)(=O)N(C)C)ccc1N1CCCC1 | 1 | -1 | 0 | 0.0 | 0.1 | 3 | 0 | 5 | 5
O=C(NNC(=O)c1cccc([N+](=O)[O-])c1)c1ccncc1 | -4 | 0 | 0 | 0.0 | -1.1 | 9 | -3 | -1 | 10
O=C(O)Cc1csc(NC(=O)CSc2nnnn2-c2ccc(O)cc2)n1 | 13 | -2 | -3 | 0.0 | 1.1 | 2 | -1 | 0 | 2
CCCN(CCC)CCNC(=O)c1cc2c(=O)n(C)c3ccccc3c2n1C | -49 | -12 | -1 | 0.3 | 3.0 | 5 | 3 | -3 | -3
